CXCR6 block: blocks human CXCR6 beta-arrestin recruitment | O00574 | CHO-K1 PathHunter CXCR6 beta-arrestin, luminescence | inhibition, % at 20 µM | 360,000 tested, 0.36% active | AID 602244; in the data active means inhibition above about 34%, passing the limit was not always enough;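 further: antagonist mode with CXCL16 agonist at 10 nM final; 0% = 10 nM CXCL16 with DMSO and 100% = unstimulated wells without agonist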
Jurkat NFkB inh: inhibitors of the PMA/ionomycin-induced NF-kB reporter in Jurkat cells; 330,000 tested, 0.53% active; PMA/ionomycin-induced NF-kB luciferase reporter, luminescence; inhibition, % at 4 µM; in the data active means inhibition above about 50%
CCR6 antagonist: antagonists of human CCR6 receptor. P51684. CHO-K1 CCR6 PathHunter beta-arrestin, luminescence, CCL20-stimulated. inhibition, % at 20 µM. 340,000 tested, 0.49% active. AID 493098;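 active means compounds whose inhibition of the agonist-driven luminescence signal at 20 µM reaches about 50%, limit read from the data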;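 further: cells stimulated with CCL20 at 14 nM final; plate controls were DMSO with CCL20 for no effect and DMSO without agonist for full effect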
EBI2 block: antagonists of human EBI2 receptor | P32249 | EBI2 beta-arrestin recruitment, luminescence, 7a,25-OHC stimulated | inhibition, % at 5 µM | 360,000 tested, 0.81% active; in the data active means inhibition above about 38%;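 further: enzyme fragment complementation signal reports receptor beta-arrestin coupling in cells; 0% = agonist plus DMSO wells and 100% = wells without agonist; some results beyond the cut were filed as inactive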
Target sequence (P32249 whole entry, looked up, the tested form may be a part): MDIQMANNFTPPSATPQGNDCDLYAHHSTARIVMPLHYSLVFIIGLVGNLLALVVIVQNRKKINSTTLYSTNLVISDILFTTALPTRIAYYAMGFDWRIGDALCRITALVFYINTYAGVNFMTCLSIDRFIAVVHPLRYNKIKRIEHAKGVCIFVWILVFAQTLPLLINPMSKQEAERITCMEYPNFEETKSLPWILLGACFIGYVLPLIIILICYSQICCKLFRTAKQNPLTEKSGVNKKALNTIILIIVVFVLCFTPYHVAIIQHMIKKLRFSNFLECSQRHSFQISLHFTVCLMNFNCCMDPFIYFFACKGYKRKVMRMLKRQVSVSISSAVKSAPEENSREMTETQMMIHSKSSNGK
APJ antagonist: antagonists of human APJ apelin receptor; CHO-K1 APJ beta-arrestin complementation, luminescence; inhibition, % at 20 µM; 330,000 tested, 0.32% active; AID 2521;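 active means inhibition above about 40% at 20 µM, limit read from the data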;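 further: cells challenged with 10 nM apelin-13 agonist together with compound; plate controls were apelin-13 plus DMSO wells for no effect and DMSO wells lacking apelin-13 for full effect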
Target sequence (P35414 whole entry, looked up): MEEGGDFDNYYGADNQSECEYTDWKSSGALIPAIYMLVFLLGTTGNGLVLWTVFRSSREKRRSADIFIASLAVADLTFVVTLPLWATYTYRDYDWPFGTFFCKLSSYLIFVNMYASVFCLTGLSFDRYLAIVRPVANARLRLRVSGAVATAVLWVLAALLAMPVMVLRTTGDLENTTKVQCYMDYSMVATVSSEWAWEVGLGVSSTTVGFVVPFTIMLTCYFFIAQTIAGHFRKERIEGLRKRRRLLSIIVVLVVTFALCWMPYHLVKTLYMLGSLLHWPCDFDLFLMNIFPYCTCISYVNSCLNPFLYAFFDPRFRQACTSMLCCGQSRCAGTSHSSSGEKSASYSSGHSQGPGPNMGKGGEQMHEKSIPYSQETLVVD
697 NFkB inh: lowers PMA/ionomycin-induced NF-kB signal in 697 B cells | inhibition, % at 4 µM | AID 435022 | 330,000 tested, 0.33% active | 697 B-cell NF-kB luciferase reporter, 16 h; in the data active means inhibition above about 35%
UBC13 polyUb: inhibitors of human UBC13 polyubiquitin chain formation; 330,000 tested, 0.47% active; inhibition, % at 20 µM; P61088; AID 485273; TR-FRET; in the data active means inhibition above about 45%, passing the limit was not always enough
Target sequence (P61088 whole entry, looked up): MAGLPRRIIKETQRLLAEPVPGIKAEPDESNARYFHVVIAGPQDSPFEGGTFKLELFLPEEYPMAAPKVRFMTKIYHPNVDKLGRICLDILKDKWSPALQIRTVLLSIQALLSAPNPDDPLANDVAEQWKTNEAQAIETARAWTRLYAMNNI
Gli-Sufu block: blocks Gli-Sufu signaling in a luciferase reporter; 340,000 tested, 0.74% active; Sufu-KO-LIGHT fibroblasts, Gli luciferase reporter luminescence; inhibition, % at 5 µM;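 active means inhibition above about 55%, limit read from the data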;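 further: 0% = DMSO-treated cells and 100% = wells with medium but no cells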
Active calls of the source: *; . = not tested or not shown.

SMILES	CXCR6 block	Jurkat NFkB inh	CCR6 antagonist	EBI2 block	APJ antagonist	697 NFkB inh	UBC13 polyUb	Gli-Sufu block
Cc1ccc(Cl)cc1N1CCN(C(=O)C2CCN(S(=O)(=O)c3cnc[nH]3)CC2)CC1	1	-2	-26	-5	5	5	3	14
Cc1ccc2c(c1)C1CN(C)CCC1N2C(=O)c1cccc(S(=O)(=O)N(C)C)c1 (stereo unspecified)	-9	-10	-3	4	16	-3	-7	-4
O=C(CCNC(=O)c1ccc(Br)cc1)NCCCN1CCOCC1	-8	2	-1	4	-5	3	-4	-4
Cc1cc(C)nc(NC2=NCC(=O)N2c2ccc(F)c(Cl)c2)n1	7	10	7	-5	15	40*	0	-28
CCOc1ccc(C(=O)NCC(=O)OCC(=O)c2ccc3c(c2)-c2ccccc2C3)cc1	0	-4	-6	-4	2	4	-18	-7
Cc1cc2nnc(SCC(=O)N3CCCCCC3)n2c(N)n1	-4	-5	21	-10	1	0	0	-10
CCC(C)(C)n1nnnc1C(C(C)C)N1CCSCC1 (stereo unspecified)	3	2	11	14	6	19	-1	-3
Cc1cccc2cc(/C=N/Nc3ccc(C(=O)O)cc3)c(Cl)nc12	-2	-76	9	4	-4	-309	2	-134
Cc1ccc(C)c(NC(=O)CN(C)C(=O)c2cc([N+](=O)[O-])ccc2N2CCOCC2)c1	5	-2	2	7	10	3	-4	-1
Cc1cccnc1NC(=O)CNC(=O)C12CC3CC(CC(Cl)(C3)C1)C2	-6	4	3	-6	16	22	-9	-6
Cc1ccc(S(=O)(=O)NCC(c2cccnc2)N2CCc3ccccc32)cc1 (stereo unspecified)	3	-10	9	0	-3	-12	3	11
COc1ccc(-n2c(=O)[nH]c3cc(C(=O)NCCc4ccccc4)ccc3c2=O)cc1OC	-10	14	13	-5	-17	5	-4	16
Cn1c2ccccc2c2ncn(Cc3ccco3)c(=O)c21	-8	-4	1	-5	13	-9	22	-1
Cn1c(=O)[nH]c(=O)c2[nH]c(CN3CCN(Cc4ccccc4)CC3)nc21	-5	20	0	0	10	12	-11	4
COc1ccc(C)cc1Nc1nc(N)c2ccccc2n1	-9	-22	-5	-5	-13	-12	5	15
CC(O)[C@H]1CNC(=O)C(=O)N1CC1CCCCC1 (stereo partly specified)	-4	-5	0	-4	8	22	-2	-2
COc1cc([N+](=O)[O-])cc2sc(NC(=O)C3CC3)nc12	1	-1	1	13	4	-4	-10	1
CCOc1cc(/C=N/Nc2nnc(C)n2N)ccc1OC(C)=O	-16	0	-5	-20	-8	-1	-12	5
COc1ccc(OC)c(/C=N/NC(=O)c2ccc3nc[nH]c3c2)c1	5	4	0	10	23	9	9	-9
C[C@@H](NC(=O)c1nc[nH]c1C(=O)N1CCN(c2ccccc2)CC1)c1ccccc1	-3	1	-5	-1	-4	1	12	-1
CCNc1nc(C)c(CN(C(C)=O)c2ccccc2)nc1C#N	-13	-8	0	3	-1	8	18	1
COc1cc(/C=N/NC(=O)CC2(C)OCCCO2)ccc1OCc1ccccc1	-12	-27	-5	-3	-1	7	2	28
Cc1cc(C)c(S(=O)(=O)Cc2ccccc2)c(Cl)n1	11	-17	-3	-2	-10	-7	-4	15
COCCCN(C(=O)Cn1ncc2c(=O)oc3ccc(C)cc3c21)C(C)c1ccncc1 (stereo unspecified)	5	-1	-3	-3	4	-4	3	12
COc1ccc(Cl)cc1NC(=S)N(CCCN1CCOCC1)Cc1cn(C)c2ccccc12	4	3	9	3	-19	-11	0	19

Additional structures follow.
SMILES	CXCR6 block	Jurkat NFkB inh	CCR6 antagonist	EBI2 block	APJ antagonist	697 NFkB inh	UBC13 polyUb	Gli-Sufu block
Cc1c(OC(=O)CNC(=O)OC(C)(C)C)ccc2c3c(c(=O)oc12)CCC3	-6	-9	21	5	-6	17	19	0
CCOC(=O)c1nn(-c2ccccc2)c(C(=O)OCC)c1N	1	8	8	-2	10	5	19	-4
Cc1ccc(C(=O)N2C(=O)c3cccc(N)c3C2=O)o1	3	5	13	-2	5	8	2	-6
Cc1nnc(NC(=O)CSc2nnc(-c3ccco3)o2)s1	-6	-8	-1	-12	8	11	3	-5
Cc1c(Cl)cccc1NC(=O)CCN1CCCCCC1	7	-5	-2	2	-10	-8	4	6
NC(=O)C1CCCN(C(=O)c2ccc3c(c2)NC(=O)CS3)C1 (stereo unspecified)	4	8	-7	-8	12	17	-5	4
O=C(/C=C/Nc1ccc(Cc2ccc(N/C=C/C(=O)C(F)(F)F)cc2)cc1)C(F)(F)F	-1	12	-3	-7	7	-21	-17	-10
CC(C(=O)NC1CC(C)(C)NC(C)(C)C1)c1ccc([N+](=O)[O-])cc1 (stereo unspecified)	-5	-3	5	0	15	3	4	-1
CCCCCn1c(SCC2CCCO2)nc2cc(C(=O)N3CCC(C(N)=O)CC3)ccc2c1=O (stereo unspecified)	2	16	-1	12	-11	20	-6	10
Cc1cc(NC(=O)CSc2ccc(-c3ccc4c(c3)OCO4)nn2)no1	.	-25	.	.	-14	20	4	.
Cc1cc(C)cc(N(C(=O)Cn2nnc(-c3ccccc3)n2)C(C(=O)NC2CCCCC2)c2ccccn2)c1 (stereo unspecified)	10	8	15	-5	-16	16	-9	15
Cc1cc(=O)n2c(ccc3ccccc32)c1C#N	-3	-16	14	4	17	28	3	18
O=c1[nH]c2ccc(S(=O)(=O)N3CCN(Cc4ccccc4)CC3)cc2[nH]c1=O	-5	5	9	-7	0	17	10	2
CCOC(=O)C1(N(CC)CC)Sc2cc(C)ccc2NC1=O (stereo unspecified)	1	26	-2	-3	5	6	-1	-9
CCOC(=O)N1CCN(S(=O)(=O)c2ccc([N+](=O)[O-])cc2)CC1	-5	11	-1	6	-39	23	8	-8
CC(C)c1ccc(/C=N/NC(=O)c2ccc(-n3cnnn3)cc2)cc1	-5	12	-17	-1	-22	-10	-2	-19
O=C(COC(=O)c1ccc[nH]c1=O)NCCC1=CCCCC1	5	9	-3	0	2	6	4	4
O=S(=O)(c1ccccc1)c1ccccc1/C=N\O	-2	2	9	2	13	9	0	6
O=C(CSc1nccc(=O)[nH]1)N1N=C2/C(=C/c3ccco3)CCCC2C1c1ccco1 (stereo unspecified)	-4	5	9	1	23	4	-5	-5
CCC(=O)NC(=S)Nc1ccc(NC(=O)COc2ccc(Cl)cc2Cl)cc1	0	-7	0	2	1	3	1	-16
C[C@H](NC(=O)[C@H](Cc1ccccc1)n1c(=O)[nH]c2ccccc2c1=O)C(=O)N1CCC(C(=O)O)CC1	-4	7	6	4	-19	9	0	-1
Cn1c(N2CCOCC2)c(C=O)c2ccccc21	9	12	6	5	8	13	9	1
COCCn1c(SCC(=O)N2CCCCC2)nc2ccccc2c1=O	0	-39	19	-15	1	7	-12	1
CCOc1ccc(NC(=O)C2CCN(S(=O)(=O)c3ccc4c(c3)N(C(C)=O)CCO4)CC2)cc1	-4	3	20	2	20	-20	-1	19
CCC(=O)Nc1nc(CC(=O)Nc2ccccc2OC)cs1	5	-3	12	0	6	15	2	3

In a second layout: results already given
Cn1c(N2CCOCC2)c(C=O)c2ccccc21
  CXCR6 block: 9	Jurkat NFkB inh: 12	CCR6 antagonist: 6	EBI2 block: 5	APJ antagonist: 8	697 NFkB inh: 13	UBC13 polyUb: 9	Gli-Sufu block: 1

O=C(COC(=O)c1ccc[nH]c1=O)NCCC1=CCCCC1
  CXCR6 block: 5	Jurkat NFkB inh: 9	CCR6 antagonist: -3	EBI2 block: 0	APJ antagonist: 2	697 NFkB inh: 6	UBC13 polyUb: 4	Gli-Sufu block: 4

COc1ccc(OC)c(/C=N/NC(=O)c2ccc3nc[nH]c3c2)c1
  CXCR6 block: 5	Jurkat NFkB inh: 4	CCR6 antagonist: 0	EBI2 block: 10	APJ antagonist: 23	697 NFkB inh: 9	UBC13 polyUb: 9	Gli-Sufu block: -9

Next section
SMILES	CXCR6 block	Jurkat NFkB inh	CCR6 antagonist	EBI2 block	APJ antagonist	697 NFkB inh	UBC13 polyUb	Gli-Sufu block
CCOc1ncccc1C(=O)Nc1ccc(C)cn1	-4	-18	5	-5	31	-16	0	-17
CCN(c1ccccc1)S(=O)(=O)c1cccc(C(=O)NCCOc2ccccc2OC)c1	-7	22	6	8	-29	-15	33	17
Cc1c(C(=O)N2CCN(c3ccc(F)cc3)CC2)sc2nc3n(c(=O)c12)CCC3	-3	7	7	-5	21	8	-1	-14
CCc1ccc(CN(C)C(=O)CCc2nnc(-c3ccc(-c4ccccc4)cc3)o2)nc1	6	0	6	10	-17	-24	-9	1
CCOC(=O)c1cnc(SC)nc1N	4	-4	-1	-17	13	-8	-2	-7
Fc1cccc(Cl)c1COc1ccc(-c2nnco2)cc1	-1	-4	13	-7	6	7	0	-14
O=C(c1ccccc1)N1CCN2C(=O)c3ccccc3C12c1ccc(Cl)cc1 (stereo unspecified)	13	2	22	10	5	-26	-4	-17
O=S(=O)(NC1CCSc2ccccc21)c1ccc(Cl)nc1 (stereo unspecified)	6	-20	15	-11	9	14	6	-8
CC(=O)Nc1cccc(NC(=O)c2cc(-c3ccccn3)nc3ccc(Cl)cc23)c1	-1	2	-1	-16	-19	10	8	0
C[C@@H]1CN([C@@H](C)CO)C(=O)c2cccc(NC(=O)Nc3ccc4c(c3)OCO4)c2O[C@H]1CN(C)S(=O)(=O)c1cn(C)cn1	0	-10	9	-11	5	-8	-9	-15
C=CCN1c2ccc(Br)cc2C(=O)CS1(=O)=O	8	5	0	2	0	6	-8	-21
CC(C)=CCSc1nnc(CCNC(=O)OC(C)(C)C)o1	3	-5	6	-8	5	-3	4	4
O=C(CSc1ccc2nnc(-c3ccccc3)n2n1)NCC1CCCO1 (stereo unspecified)	-1	-6	9	-2	16	-13	0	9
CN(C)C(=O)N1CCC(C(=O)N2CCCC(C(=O)c3cccc4ccccc34)C2)CC1 (stereo unspecified)	-4	-16	-7	2	-11	-23	-13	11
Cc1ncsc1C(=O)N1N=C2/C(=C/c3ccc(N4CCOCC4)cc3)CCCC2C1c1ccc(N2CCOCC2)cc1 (stereo unspecified)	7	10	-2	9	12	-23	6	-10
COCCN(Cc1ccccc1)C(=O)c1ccc2c(=O)n3c(nc2c1)CCC3	13	2	10	-2	13	11	1	-4
O=C1C(=O)N(CCCn2ccnc2)C(c2ccc(Br)cc2)/C1=C(\O)c1ccc2c(c1)OCCO2 (stereo unspecified)	-6	2	6	2	-8	22	-34	-10
COc1ccc(NC(=O)c2ccc3c(c2)C(=O)N(CC2CCCO2)C3=O)cc1O (stereo unspecified)	-3	3	-5	7	-7	18	1	-34
CCC(C)(C(=O)NC1CCCC1)N(Cc1cccs1)C(=O)Cc1cccs1 (stereo unspecified)	-3	-23	5	10	29	-12	-17	7
CCn1c(C)c(C(C)=O)c(N2CCN(c3ccc(OC)cc3)CC2)nc1=S	-2	0	0	-4	-6	-3	-20	5
O=C(COc1ccccc1Cl)Nc1nnc(S(=O)(=O)N2CCCCCC2)s1	2	-5	15	-4	-2	-3	-12	3
CCCC(=O)C1=C(O)C(C(=O)OC)C(C)(C)CC1=Nc1ccncc1 (stereo unspecified)	-6	-7	12	2	2	-7	-1	3
CCN(CC)CCn1c2c(c(SCC(=O)Nc3cc(C)ccc3C)nc1=O)CCC2	-2	17	-2	5	-43	0	4	20
Cc1ccccc1-n1nc(SCC(=O)O)sc1=S	-8	3	6	-3	7	4	-7	-3
O=C(Nc1n[nH]c(C(F)(F)F)n1)C1CC1	-1	16	17	4	-24	14	20	26

Later entries:
SMILES	CXCR6 block	Jurkat NFkB inh	CCR6 antagonist	EBI2 block	APJ antagonist	697 NFkB inh	UBC13 polyUb	Gli-Sufu block
CC(C)Cc1c(O)nc(SCCN2CCOCC2)[nH]c1=O	-1	12	3	3	2	11	3	-7
CC(C)OC(=O)C(C)Oc1ccc(C(=O)NCCc2ccccc2)cc1 (stereo unspecified)	5	-14	6	6	-15	-7	1	0
O=C(Nc1cc(Cl)ccc1N1CCOCC1)C1CC1	-2	11	-2	-10	3	-3	8	-7
CCC(C)c1ccc(NC(=O)CC(C)=O)cc1 (stereo unspecified)	2	-4	3	-1	21	-3	-7	-18
CCOc1ccc(NC(=O)CN(C)C(=O)C2CC2C)cc1OCC (stereo unspecified)	-6	1	9	-7	0	12	3	-3
CCc1cc(=O)oc2cc(C)cc(OCC(C)=O)c12	-1	3	3	2	-2	26	7	0
CSc1ncccc1C(=O)NCC(c1cccs1)N1CCOCC1 (stereo unspecified)	4	-4	17	-10	15	-6	3	-5
